TSHR antag – blocks TSH signaling through the human TSH receptor. TSHR-expressing cells, TSH-stimulated cAMP HTRF, 2 h; stronger effect = lower value. activity change, negative = inhibition, % at 11.5 µM. 330,000 tested, 0.2% active;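 active means activity change below a set negative limit, meaning inhibition stronger than a set level, cut at about -70% in these data; inconclusive means activity change between two set negative limits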; further: on the % scale 0 is the no-effect control and ±100 the full control effect
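Freshly harvested TSHR cells receive pin-tooled compound, then EC80 TSH at 4nM final. After 2 hours at 37 deg C, antibody in lysis buffer and cAMP-d2 are added; 30 minutes at ambient temperature precede the HTRF read.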
Giardia killer – Giardia lamblia killing. Giardia lamblia trophozoite viability. activity change, % at 7.66 µM, hits read low. 340,000 tested, 0.15% active. AID 540267; in the data active means activity change below about -80%; inconclusive means between about -30% and that limit;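 further: parasites exposed to compound for two days anaerobically before the ATP read; on the % scale 0 is the no-effect control and ±100 the full control effect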
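Giardia trophozoites, 100 cells per well, were exposed to compounds for 48 hrs at 37 deg C under anaerobic conditions; viability was then read as ATP content by bioluminescence after 15-30 min at room temperature.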
MLL CXXC-DNA inh – MLL CXXC-DNA interaction inhibition; 290,000 tested, 0.037% active; Potency, µM (titrated, usually from 115 µM), without a hit: at the top dose activity change, negative = inhibition, actives largely listed as inhibitors; MLL-CXXC / FITC-HOXA9 DNA fluorescence polarization; Q03164; active means well fitted inhibition curve with a large enough effect in the polarisation, with a control signal flat, not every such curve was filed as active; inconclusive means small, poorly fitted or top-dose-only effect, or effect the other way, or a change in a side signal; inactive means no such curve, though single readings can be large or run the other way; the % refers to the polarisation; further: potency means the concentration at half of the fitted maximal effect
Target sequence (Q03164 whole entry, looked up): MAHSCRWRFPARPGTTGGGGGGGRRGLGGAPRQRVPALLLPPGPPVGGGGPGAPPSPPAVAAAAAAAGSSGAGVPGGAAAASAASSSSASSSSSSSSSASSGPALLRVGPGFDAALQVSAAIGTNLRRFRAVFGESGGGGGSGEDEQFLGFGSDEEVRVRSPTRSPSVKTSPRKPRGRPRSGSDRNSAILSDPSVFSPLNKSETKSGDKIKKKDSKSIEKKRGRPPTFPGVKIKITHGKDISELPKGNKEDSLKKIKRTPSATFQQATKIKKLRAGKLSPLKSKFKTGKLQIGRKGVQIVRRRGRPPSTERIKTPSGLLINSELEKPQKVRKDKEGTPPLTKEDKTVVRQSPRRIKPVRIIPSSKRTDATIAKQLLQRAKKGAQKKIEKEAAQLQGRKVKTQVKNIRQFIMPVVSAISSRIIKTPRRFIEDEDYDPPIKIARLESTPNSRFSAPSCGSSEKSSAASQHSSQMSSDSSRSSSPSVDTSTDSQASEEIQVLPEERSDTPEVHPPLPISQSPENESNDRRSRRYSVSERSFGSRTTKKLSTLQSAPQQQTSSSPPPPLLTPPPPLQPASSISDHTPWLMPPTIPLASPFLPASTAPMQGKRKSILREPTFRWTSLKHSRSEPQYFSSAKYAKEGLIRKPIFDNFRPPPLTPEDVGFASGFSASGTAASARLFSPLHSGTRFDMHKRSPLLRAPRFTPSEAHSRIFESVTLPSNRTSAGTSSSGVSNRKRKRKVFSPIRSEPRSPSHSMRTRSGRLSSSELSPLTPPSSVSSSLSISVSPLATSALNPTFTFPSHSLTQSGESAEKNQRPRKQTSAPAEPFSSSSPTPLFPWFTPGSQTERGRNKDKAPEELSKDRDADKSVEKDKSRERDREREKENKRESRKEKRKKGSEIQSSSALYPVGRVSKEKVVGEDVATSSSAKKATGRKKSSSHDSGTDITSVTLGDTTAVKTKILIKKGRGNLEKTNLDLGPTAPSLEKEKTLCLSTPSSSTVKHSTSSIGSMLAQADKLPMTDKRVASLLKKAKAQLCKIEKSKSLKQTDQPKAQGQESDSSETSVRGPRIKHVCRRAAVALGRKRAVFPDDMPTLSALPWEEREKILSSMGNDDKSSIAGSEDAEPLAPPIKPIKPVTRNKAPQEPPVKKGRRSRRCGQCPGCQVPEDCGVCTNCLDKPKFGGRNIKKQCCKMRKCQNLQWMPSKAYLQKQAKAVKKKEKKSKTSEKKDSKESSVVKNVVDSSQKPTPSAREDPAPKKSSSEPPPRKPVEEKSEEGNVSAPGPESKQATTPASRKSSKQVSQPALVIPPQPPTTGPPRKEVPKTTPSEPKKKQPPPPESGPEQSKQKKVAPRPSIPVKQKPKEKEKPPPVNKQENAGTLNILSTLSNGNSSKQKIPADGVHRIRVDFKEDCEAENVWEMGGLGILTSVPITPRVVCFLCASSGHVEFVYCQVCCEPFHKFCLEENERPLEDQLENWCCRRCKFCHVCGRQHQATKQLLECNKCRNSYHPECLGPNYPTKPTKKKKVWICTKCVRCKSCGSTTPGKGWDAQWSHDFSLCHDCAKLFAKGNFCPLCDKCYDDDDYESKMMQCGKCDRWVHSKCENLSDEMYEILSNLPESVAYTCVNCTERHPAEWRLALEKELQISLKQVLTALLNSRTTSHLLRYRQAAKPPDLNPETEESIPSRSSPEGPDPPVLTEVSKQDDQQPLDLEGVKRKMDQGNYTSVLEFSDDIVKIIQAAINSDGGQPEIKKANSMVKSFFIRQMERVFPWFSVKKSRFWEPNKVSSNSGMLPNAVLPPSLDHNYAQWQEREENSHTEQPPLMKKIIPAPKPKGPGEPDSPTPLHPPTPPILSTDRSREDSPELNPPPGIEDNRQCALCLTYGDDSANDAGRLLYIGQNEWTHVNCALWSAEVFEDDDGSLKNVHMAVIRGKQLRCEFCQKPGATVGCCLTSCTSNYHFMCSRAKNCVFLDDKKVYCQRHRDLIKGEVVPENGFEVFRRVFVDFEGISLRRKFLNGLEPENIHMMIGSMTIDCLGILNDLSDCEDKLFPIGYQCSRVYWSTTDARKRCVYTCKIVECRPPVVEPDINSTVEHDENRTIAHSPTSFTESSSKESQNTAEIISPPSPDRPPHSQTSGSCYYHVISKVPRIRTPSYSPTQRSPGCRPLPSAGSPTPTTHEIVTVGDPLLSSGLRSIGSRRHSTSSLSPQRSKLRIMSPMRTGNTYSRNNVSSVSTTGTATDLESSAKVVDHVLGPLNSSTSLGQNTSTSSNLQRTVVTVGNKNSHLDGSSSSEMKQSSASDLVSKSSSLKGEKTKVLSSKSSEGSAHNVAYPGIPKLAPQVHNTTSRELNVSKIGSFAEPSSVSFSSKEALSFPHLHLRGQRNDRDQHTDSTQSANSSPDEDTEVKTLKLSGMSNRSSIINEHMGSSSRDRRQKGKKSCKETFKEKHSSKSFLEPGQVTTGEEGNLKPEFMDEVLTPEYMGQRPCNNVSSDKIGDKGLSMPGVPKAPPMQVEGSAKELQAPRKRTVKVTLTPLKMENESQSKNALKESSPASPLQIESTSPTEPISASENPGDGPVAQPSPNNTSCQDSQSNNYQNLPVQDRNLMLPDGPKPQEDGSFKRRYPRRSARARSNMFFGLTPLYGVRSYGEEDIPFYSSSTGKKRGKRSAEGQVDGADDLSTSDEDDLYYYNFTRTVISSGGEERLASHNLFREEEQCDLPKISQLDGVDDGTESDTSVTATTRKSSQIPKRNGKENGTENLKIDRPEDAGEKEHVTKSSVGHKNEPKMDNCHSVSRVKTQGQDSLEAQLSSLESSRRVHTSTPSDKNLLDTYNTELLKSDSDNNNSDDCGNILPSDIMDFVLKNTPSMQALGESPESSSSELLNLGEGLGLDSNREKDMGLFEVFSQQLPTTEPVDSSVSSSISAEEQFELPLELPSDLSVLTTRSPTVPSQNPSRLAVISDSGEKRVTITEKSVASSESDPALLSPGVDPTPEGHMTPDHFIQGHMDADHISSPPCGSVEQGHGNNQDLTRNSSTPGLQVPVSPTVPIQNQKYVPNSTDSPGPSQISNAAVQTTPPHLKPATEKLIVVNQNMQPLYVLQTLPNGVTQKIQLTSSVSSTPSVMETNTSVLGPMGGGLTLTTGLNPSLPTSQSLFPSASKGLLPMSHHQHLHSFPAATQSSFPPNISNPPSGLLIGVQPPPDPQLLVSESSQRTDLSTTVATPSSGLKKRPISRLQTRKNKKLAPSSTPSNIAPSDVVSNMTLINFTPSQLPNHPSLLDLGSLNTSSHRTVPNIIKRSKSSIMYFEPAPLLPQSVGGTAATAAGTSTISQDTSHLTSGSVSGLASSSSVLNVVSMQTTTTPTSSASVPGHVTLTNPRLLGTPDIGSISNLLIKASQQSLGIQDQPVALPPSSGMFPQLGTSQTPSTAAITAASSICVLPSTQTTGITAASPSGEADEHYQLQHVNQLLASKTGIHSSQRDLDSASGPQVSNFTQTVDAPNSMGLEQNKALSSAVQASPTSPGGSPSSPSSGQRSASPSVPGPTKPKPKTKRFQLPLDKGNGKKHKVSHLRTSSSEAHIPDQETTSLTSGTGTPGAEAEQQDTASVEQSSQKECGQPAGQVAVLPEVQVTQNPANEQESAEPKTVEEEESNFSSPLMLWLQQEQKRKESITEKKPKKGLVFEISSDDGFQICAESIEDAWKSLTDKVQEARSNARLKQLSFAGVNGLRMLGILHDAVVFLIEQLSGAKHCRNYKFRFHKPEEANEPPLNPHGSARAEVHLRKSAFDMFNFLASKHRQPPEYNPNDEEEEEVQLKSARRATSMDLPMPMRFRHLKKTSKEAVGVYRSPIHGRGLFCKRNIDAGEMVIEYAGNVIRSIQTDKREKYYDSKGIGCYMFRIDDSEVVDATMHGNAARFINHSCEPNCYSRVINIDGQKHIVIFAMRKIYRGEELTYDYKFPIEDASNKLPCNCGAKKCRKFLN
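Fluorescence polarization: 7 uM MLL-CXXC (stock) preincubated 5 min with compounds, then 50 nM fluorescein-HOX-A9 DNA (stock) added; 30 min ambient. Buffer 50 mM Tris-HCl pH 7.5, 50 mM NaCl, 1 mM DTT, 0.05% BSA.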
GALK inh – galactokinase (human) inhibition; 270,000 tested, 0.007% active; Purified GALK, Kinase-Glo residual ATP luminescence; P51570; Potency, µM (doses to about 57.5 µM), without a hit: top-dose activity change, negative = inhibition, actives largely listed as inhibitors; further: potency means the concentration at half of the fitted maximal effect; on the % scale 0 is the no-effect control and ±100 the full control effect
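Human GALK (5 nM) with 35 uM ATP and 100 uM galactose in 20 mM HEPES pH 8.0, 5 mM MgCl2, 60 mM NaCl, 1 mM DTT, 0.01% BSA. After 1 h at room temperature, leftover ATP was read by Kinase-Glo Plus luminescence.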
KCNH2 WT inh – KCNH2 (human, wildtype) channel inhibition; Q12809; U2OS, BacMam KCNH2, thallium flux FluxOr; stronger effect = lower value; activity change, % at 1.84 µM; 340,000 tested, 0.37% active; AID 720551;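 active means maximum activity change below -70%; inconclusive means maximum activity change between -70% and -50%; inactive means maximum activity change above -50%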; further: on the % scale 0 is the no-effect control and ±100 the full control effect
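U2OS cells were transduced with wild-type KCNH2 virus (2.03 x 10^8 / mL) for 4 h at room temperature, then cultured overnight at 37 C. Thallium flux was read with FluxOr dye. Rate constants were normalized to DMSO controls.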
TCR act – activates T cell receptor signaling; Potency, µM (highest dose often 9.22 µM), inactives show top-dose activation of IL-2 secretion, most hits filed as activators; AID 504894; 330,000 tested, under 10 active; primary human leukocytes, anti-CD3, IL-2 HTRF, 48 h; further: % of control where 0% means no effect
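Primary human leukocytes receive a-CD3 beads and test compound and are incubated 48 hr. Secreted IL-2 is then assayed by HTRF, measuring 665nm acceptor emission after 320nm excitation of the europium donor.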
BCR signal inh – chronic active BCR signaling inhibition; ABC-DLBCL IkBa-CBG/CBR reporter, luminescence ratio, 4 h; Potency, µM (top dose mostly 46.1 µM), inactives show top-dose ratio change, negative = lower green/red ratio, most hits filed as inhibitors; 340,000 tested, 0.05% active; active means well fitted inhibition curve with a large enough effect in the signal ratio, with a control signal flat, not every such curve was filed as active; inconclusive means small, poorly fitted or top-dose-only effect, or effect the other way, or a change in a side signal; the % refers to the signal ratio;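 further: potency means the concentration at half of the fitted maximal effect; plate controls were basal doxycycline-induced cells for no effect and cells given 10 µM MG132 for full effect; MG132 reads +100%, hits lower the ratio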
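TMD8 human ABC-DLBCL cells with doxycycline-inducible IκBα–green luciferase fusion and unfused red luciferase, in 0.5% FBS medium; compounds up to 46 uM, 4 h at 37C. Green/red luminescence ratio, filter-overlap corrected, fitted to concentration-response curves.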
Tb PFK inh – blocks T. brucei phosphofructokinase | O15648 | T. brucei PFK, ADP-Glo luminescence | Potency, µM (series often up to 57.5 µM), inactives show top-dose activity, negative = inhibition, usual class: inhibitors | 330,000 tested, 0.17% active | AID 485367;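 further: potency means the concentration at half of the fitted maximal effect; 0% = uninhibited 1x PFK enzyme wells and -100% = no-enzyme wells; nearly all actives have a fitted effect of over 60% in size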
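ADP-Glo luminescence quantified ADP after 45 min at room temperature, with 1.25 nM T. brucei PFK, 0.1 mM ATP and 0.5 mM fructose-6-phosphate in pH 8.0 TEA buffer. qHTS titrations up to 57 µM; curves classified by quality.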
FBPA coupling cs – coupling enzyme interference in Giardia aldolase counter-screen; activity change, negative = inhibition, % at 58.2 µM, hits read low; coupling enzyme system counterscreen, AmpLite Red fluorescence; 290,000 tested, 0.67% active; in the data active means activity change below about -30%; further: on the % scale 0 is the no-effect control and ±100 the full control effect
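Activity here indicates interference with the coupling reaction, not aldolase inhibition. Compounds at 57.5 uM final met coupling enzymes for 10 min at RT; substrate and AmpLite Red detection followed, with a 525/598 nm fluorescence read after 20 min.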
A-T KAP1 phos – potential ataxia-telangiectasia treatments restoring KAP-1 phosphorylation; […] A-T fibroblasts, KAP-1 phosphorylation AlphaLISA; neocarzinostatin DNA damage 30 min before lysis; Potency, µM (top dose mostly 57.5 µM), for inactives: at the top dose activation, most hits filed as activators; 320,000 tested, 0.19% active; further: potency means the concentration at half of the fitted maximal effect; % of control where 0% means no effect; nearly all actives have a fitted effect of over 45% in size
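hTERT-immortalized A-T patient fibroblasts ([…]), 500 cells/well in OPTI-MEM, 1% FBS, got compounds for 60 min, then NCS for 30 min at 37C. Lysates were then assayed for phospho-KAP-1 by AlphaLISA (anti-pKAP1 donor, anti-KAP1 acceptor beads), 6 hr at 25C.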
An asterisk follows results filed as active; i = inactive; ? = inconclusive; · = no result given; ! = not confirmed by another sample; [ ] = dose if it differs, or a comment. Unless noted, the call rests on the fitted dose curve; in most records, active means well fitted curve in the direction sought with a large enough effect; inconclusive means small, poorly fitted or top-dose-only effect, or another doubt; inactive means no such curve, though single readings can be large; an effect the other way counts as inactive or inconclusive.

SMILES | TSHR antag | Giardia killer | MLL CXXC-DNA inh | GALK inh | KCNH2 WT inh | TCR act | BCR signal inh | Tb PFK inh | FBPA coupling cs | A-T KAP1 phos
CC(C)(C)c1ccc(OCC(O)CS(=O)(=O)c2ccccn2)cc1 (stereo not given) | 12 | 9 | -4% | 2% | 3 | · | -14% | -5% | 3 | 18%
C=CCn1c(-c2cccn(Cc3ccc(Cl)cc3Cl)c2=O)n[nH]c1=S | -3 | -2 | -5% | 0% | -1 | 5% | -28% | 6% | 0 | -3%
CCOC(=O)Cn1nnnc1CN1CCN(c2ccc(OC)cc2)CC1 | -6 | 26 | -6% | 9% | i | -3% | -6% | 1% | 0 | 0%
O=C1C2CC=C(Cl)CC2C(=O)N1CC1Cc2ccccc2CO1 (stereo not given) | 44 | -5 | -9% | 2% | -15 | 10% | 6% | 4% | 0 | -5%
O=C(NCc1ccc(Cl)cc1)c1ccc2ccccc2n1 | -4 | 4 | -2% | 2% | 2 | -4% | 12% | -12% | 5 | 2%
OC(CCc1ccncc1)c1ccccc1 (stereo not given) | -2 | 1 | · | · | 2 | -1% | 0% | ? | · | 13%
CC(C(=O)NCCS(=O)(=O)c1ccc(Cl)cc1)S(=O)(=O)c1ccccc1 (stereo not given) | -2 | -24 | 5% | 6% | i | -2% | -1% | -4% | 6 | 5%
CC(C)[C@H](NC(=O)c1ccc(Cl)cc1Cl)C(=O)NNC(=O)c1ccco1 | 11 | -3 | · | · | -4 | 1% | 1% | -3% | · | 15%
CC12CCC(C(=O)N3CCN(Cc4ccccc4)CC3)(OC1=O)C2(C)C (stereo not given) | -7 | 15 | -3% | 1% | 4 | 4% | 2% | 0% | 1 | 2%
O=C(Cc1ccc([N+](=O)[O-])cc1)Nc1ccon1 | 6 | 18 | 3% | 2% | 1 | 0% | ? | ? | 1 | 6%
O=C(C1=C[C@@H]2[C@H]3C(=O)N(c4ccccc4)C(=O)[C@H]3[C@@H](C(=O)c3ccc(Cl)cc3)N2C=C1)c1ccccc1 | 9 | · | 18% | -3% | · | -4%[46.1 µM] | ? | 1% | -16 | 4%
COc1cccc(-n2c(SCC(N)=O)nnc2-c2c[nH]c3ccccc23)c1 | -10 | 0 | 1% | 3% | -3 | -2% | ? | -1% | -10 | 8%
CC(C)c1ccc(N2CCN(C(=O)c3ccccc3NC(=O)/C=C\C(=O)O)CC2)cc1 | -4 | 9 | 13% | 0% | -9 | 5% | 19% | 14% | 0 | 2%
COC(=O)c1c(NC(=O)C2COc3ccccc3O2)sc2c1CCN(C(C)=O)C2 (stereo not given) | 10 | 10 | 6% | -2% | -7 | -2%[46.1 µM] | 5% | -1% | 2 | -5%
COc1ccc(CC(=O)Nc2ccc(NC(=O)c3ccccc3F)cc2)cc1 | -9 | ? | -1% | 5% | · | 0% | 18% | -10% | -1 | -9%
CC(C)Cc1nnc(NC(=O)CN2C(=O)c3ccccc3C2=O)s1 | -3 | -17 | 5% | 0% | -2 | -15% | -1% | 0% | -1 | 1%
Cc1ccc(C(=O)CCC(=O)Nc2cccc(C)c2)cc1 | 10 | 2 | 5% | 0% | 5 | -3% | 0% | 2% | 0 | 13%
COc1cc(/C=C2/C(=O)N(c3ccc(Br)cc3)N=C2C)cc(OC)c1OC | -17 | -8 | 7% | -7% | 17 | 1% | 1% | 0% | 3 | 26%
CCN(CC)CCSc1nnc2c3ccccc3n(Cc3ccccc3)c2n1 | 3 | 6 | 3% | 7% | -7 | -7% | ? | -6% | 3 | -4%
O=C(NC(=S)Nc1ccc(N2CCCC2)cc1)c1ccccc1[N+](=O)[O-] | -13 | 6 | 6% | 0% | -8 | 7%[46.1 µM] | -10% | -3% | -2 | 0%
CC1CCN(C(=O)C2CCN(S(=O)(=O)c3cccc4nonc34)CC2)CC1 | -5 | 16 | -3% | -3% | -12 | -3% | 8% | -1% | -1 | 10%
CCc1noc(C)c1C(=O)Nc1sc(C(=O)N(C)C)c(C)c1C(=O)OC | 2 | 14 | 3% | -1% | 0 | 5% | -15% | 2% | -1 | 3%
CC1CCCCC1NC(=O)c1ccco1 (stereo not given) | 2 | -8 | · | · | -2 | 0% | 2% | -2% | · | 11%
CC(C)(C)S(=O)(=O)/C(C#N)=N/Nc1ccc(S(N)(=O)=O)cc1 | 7 | -27 | 13% | 0% | 7 | -1% | 1% | -6% | 4 | -7%
COc1ccc(S(=O)(=O)NNc2nc(C)cc(C)n2)cc1Br | -4 | -17 | · | · | 8 | 1% | 12% | -2% | · | -4%
CCOC(=O)C1=NN(c2ccc(Cl)cc2)C(=O)C1 | -28 | 15 | -4% | -1% | -6 | -7% | ? | 1% | -9 | 7%
COC(=O)N/N=C/c1sc(N2CCCCC2)nc1-c1cccs1 | 24 | -1 | -7% | 4% | -18 | 5% | ? | 1% | -21 | -3%
CC(C)(C)c1ccc(C(=O)Nc2cccc(-n3cnnn3)c2)cc1 | 2 | ? | 0% | 6% | -4 | -4% | ? | -1% | · | -5%
CCn1c(CC(=O)Nc2ccc(F)cc2)nnc1SCC(=O)NC1CCCC1 | -12 | 48[activator] | 9% | 5% | 4 | -2% | -3% | 0% | 5 | -10%
COc1ccc(NC(=O)[C@@H]2[C@@H]3C(=O)N(C4CCCCC4)C(=O)[C@@H]3C3c4ccccc4C=CN32)cc1 (stereo not given in full) | 0 | 0 | -16% | 3% | -1 | 0% | 2% | 20% | -31* | 20%
COc1cccc(C2CC(c3cccc(Br)c3)n3nc(N)nc3N2)c1 (stereo not given) | 3 | 3 | -3% | -2% | 7 | -1% | -3% | 0% | 1 | 10%
COC(=O)CCCC1=CC2=C(c3ccccc3)C(=O)C(C)(OC(=O)C3CCCC3)C(=O)C2=CN1C1CCCCC1 (stereo not given) | -33 | 20 | -2% | -2% | 4 | -4% | ? | 6% | -31*! | 35%
CCOc1ccc(-c2nc(N)ncc2-c2ccc(OC)cc2)c(O)c1 | 5 | 3 | 8% | · | 3 | 0%[46.1 µM] | -9% | 9% | -7 | -1%
CCOC(=O)N/N=C\c1ccccc1OC/C=C/c1ccccc1 | -3 | 43[activator] | 6% | 1% | 5 | 6% | -13% | 2% | 0 | 1%
CC(C)(C)NC(=O)COC(=O)CCC(=O)c1ccc(Cl)cc1 | -28 | 0 | 16% | -1% | 6 | 5% | 8% | 5% | 6 | 7%
CSc1ncccc1C(=O)OCC(=O)c1[nH]c(C)c(C(C)=O)c1C | -16 | -2 | · | · | -2 | 1% | -8% | ? | · | -2%
Cc1cccc(C)c1OCC(O)CN(Cc1ccccc1O)C1CCCCC1 (stereo not given) | 7 | -2 | -1% | 4% | 9 | -2% | 0% | -1% | -1 | 4%
COc1ccc(CN(C)C(=O)c2ccc(NS(=O)(=O)c3ccc4[nH]c(=O)[nH]c4c3)cc2)c(OC)c1 | -3 | 9 | 28% | 1% | -3 | -8% | 3% | -9% | · | 9%
O=C(CSc1nc2[nH]ncc2c(=O)n1-c1ccccc1)c1ccc2c(c1)OCCO2 | -12 | 2 | 17% | -3% | -7 | -4% | 0% | 2% | 3 | -3%
Cc1cccc2sc(NC(=O)CCNS(=O)(=O)c3cccs3)nc12 | -6 | -13 | ? | -3% | -14 | -4% | ? | 2% | -2 | 2%
CN1CCN(C(=O)c2cnn3c2NC(c2ccccc2)CC3C(F)(F)F)CC1 (stereo not given) | 1 | 31[activator] | 3% | 1% | -12 | 4% | 1% | -4% | -3 | -1%
CCN(CC)c1ccc(NC(=O)CCNS(=O)(=O)c2ccc3c(c2)CCC(=O)N3)c(C)c1 | -6 | 2 | 4% | -2% | -8 | 17% | 6% | 2% | 0 | -4%
CCOc1cc(NC(=O)c2ccccc2OC)c(OCC)cc1NC(=O)c1ccccc1 | -3 | 4 | 2% | -3% | -11 | 1% | 1% | 4% | -1 | 4%
CCN(CC(=O)NCc1ccc(Cl)cc1)S(=O)(=O)c1ccc(NC(C)=O)cc1 | -1 | 0 | 0% | 7% | 19 | 3% | ? | -3% | 0 | 1%
CC1CC(C)CN(S(=O)(=O)c2ccc3c(c2)n(C)c(=O)c(=O)n3C)C1 (stereo not given) | -1 | 5 | -4% | 0% | -8 | -5% | 1% | -2% | 3 | 0%
Cc1ccc(S(=O)(=O)NCc2ccc(C(=O)NCc3cccnc3)cc2)cc1 | -7 | · | -6% | 0% | · | · | 2% | 0% | -2 | 1%

Screening results as filed in PubChem.
